Assay outcomes from PubChem BioAssay.
PfM18AAP inh: PfM18AAP enzyme inhibition; recombinant PfM18AAP, H-Glu-NHMec fluorogenic cleavage; inhibition, % at 7.35 µM; actives 1.2% (n = 290,000); AID 1822;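 active = inhibition above the campaign mean inhibition over all tested compounds plus 3 SD, cut at about 28% in these data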;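 also: 0% = plate median of test compound wells and 100% = 2 mM ZnCl2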
MEKK2 mut-MEK5: signal of MEK5 binding to mutant human MEKK2 PB1 domain; actives 0.35% (n = 290,000); AID 1530; bead flow cytometry, Alexa488-MEK5 binding to MEKK2 mutant; percent response, % at 10 µM; in the data active = percent response above about 24%, passing the limit was not always enough; also: inactives centre near 1; some results filed as inactive read as strong as hits; reference of the scale not given here
FID counter: displaces DNA intercalator in HCV helicase counter-screen. actives 0.17% (n = 290,000). inhibition, % at 7.9 µM. AID 1845. DNA fluorescent intercalator displacement, fluorescence; in the data active = inhibition above about 37%;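 also: 0% = vehicle and 100% = reference compound; higher means more ethidium bromide displaced from hairpin DNA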
MEKK3 PB1 HTS: modulators (inhibitors or enhancers) of MEK5 binding to human MEKK3 PB1 domain; Q99759; bead-based flow cytometry, Alexa488-MEK5 binding to MEKK3; actives lie on both sides; 0 = blocked by unlabeled MEK5, 100 = vehicle; binding response (% of control), % at 10 µM; actives 1.4% (n = 290,000); AID 1529;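 active = binding response more than 3 SD above or below the average of its plate-row segment, actives on both sides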;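 also: Alexa488 bead fluorescence after subtracting the streptavidin-only scavenger bead signal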
NALP1 yeast inh: blocks the NALP1 inflammasome reconstituted in yeast; S. cerevisiae NALP1/ASC/caspase-1 growth, X-gal OD620, 72 h; inhibition, % at 10 µM; actives 0.61% (n = 280,000); AID 2071; in the data active = inhibition mostly above about 24%, no sharp cut-off; inactive = mostly below about 32%; also: some compounds called inactive have numbers as strong as hits
PHOSPHO1 block: PHOSPHO1 (human) inhibition. Q8TCT1. recombinant PHOSPHO1, absorbance phosphatase assay. inhibition, % at 13.3 µM. actives 1.1% (n = 290,000). AID 1565; in the data active = inhibition above about 60%
Target sequence (Q8TCT1 whole entry, looked up): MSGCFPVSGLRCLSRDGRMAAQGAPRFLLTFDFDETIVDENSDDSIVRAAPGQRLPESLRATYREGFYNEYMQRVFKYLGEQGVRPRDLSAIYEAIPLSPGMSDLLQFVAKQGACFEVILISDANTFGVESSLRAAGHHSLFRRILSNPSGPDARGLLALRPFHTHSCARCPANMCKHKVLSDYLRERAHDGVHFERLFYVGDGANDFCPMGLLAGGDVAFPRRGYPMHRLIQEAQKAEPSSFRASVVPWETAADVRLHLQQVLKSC
GPR7 antagonist: human neuropeptides B/W receptor 1 antagonism | P48145 | GPR7-expressing cells, fluorescence antagonist assay | inhibition, % at 4.4 µM | actives 1.1% (n = 290,000) | AID 1861; in the data active = inhibition above about 16%, passing the limit was not always enough;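 also: cells stimulated with the agonist NPW; 0% = agonist with vehicle and 100% = vehicle without agonist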
Target sequence (P48145 whole entry, looked up): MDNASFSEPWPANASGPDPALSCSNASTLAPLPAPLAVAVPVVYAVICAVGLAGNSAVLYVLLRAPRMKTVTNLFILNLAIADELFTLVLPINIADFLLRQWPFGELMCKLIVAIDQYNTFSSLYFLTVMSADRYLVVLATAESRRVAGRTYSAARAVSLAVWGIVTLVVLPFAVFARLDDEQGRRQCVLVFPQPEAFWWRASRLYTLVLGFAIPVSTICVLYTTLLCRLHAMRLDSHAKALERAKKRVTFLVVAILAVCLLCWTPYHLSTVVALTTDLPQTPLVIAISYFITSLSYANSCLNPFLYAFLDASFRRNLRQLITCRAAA
OXTR agonist: agonists of human oxytocin receptor. actives 0.32% (n = 320,000). activation, % at 3 µM. CHO-OTR cells, Fluo-8 calcium fluorescence; normalized: DMSO 0%, oxytocin 100%. P30559;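 active = activation above the mean of all tested compounds plus 3 SD, cutoff set per screening run, cut at about 20% in these data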;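 also: peak over basal fluorescence ratio from a 100 s FLIPR kinetic read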
Target sequence (P30559 whole entry, looked up): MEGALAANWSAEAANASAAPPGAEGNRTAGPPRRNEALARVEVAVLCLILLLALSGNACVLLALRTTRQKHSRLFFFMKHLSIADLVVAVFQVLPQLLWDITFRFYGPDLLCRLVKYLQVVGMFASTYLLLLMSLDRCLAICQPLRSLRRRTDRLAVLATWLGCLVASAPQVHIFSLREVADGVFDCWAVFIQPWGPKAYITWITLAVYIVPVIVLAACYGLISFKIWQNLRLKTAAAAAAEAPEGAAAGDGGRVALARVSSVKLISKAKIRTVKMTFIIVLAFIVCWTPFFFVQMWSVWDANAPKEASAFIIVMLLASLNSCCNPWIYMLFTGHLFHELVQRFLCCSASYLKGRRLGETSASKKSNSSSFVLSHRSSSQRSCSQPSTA
MEKK2 WT-MEK5: raises or lowers MEK5 binding to wildtype human MEKK2 PB1 domain; Q9Y2U5; bead flow cytometry, Alexa488-MEK5 binding to MEKK2 WT; actives lie on both sides; binding response (% of control), % at 10 µM; actives 1.1% (n = 290,000); AID 1531; in the data active = binding response below about 67% or above about 130%
Starred values were filed as active, the others as inactive; / = no result given; & = joins results of further samples.

SMILES	GPR7 antagonist	MEKK2 WT-MEK5	NALP1 yeast inh	PfM18AAP inh	MEKK3 PB1 HTS	MEKK2 mut-MEK5	PHOSPHO1 block	OXTR agonist	FID counter
O=C(c1cc([N+](=O)[O-])cc([N+](=O)[O-])c1)N(c1ccccn1)c1ccccn1	-10	103	32	-1	97	16	3	0.2	-3
O=C(CCn1cccc1)Nc1ccccc1F	1	99	11	-1	99	-2	8	1.1	-7
Cc1ccc(/C=N/NC(=O)CSCc2ccc(Cl)cc2)cc1	-7	104	7	0	102	3	-7	-1.2	-6
CC(C)(C)NC(=O)C(c1ccc(F)cc1)N(CC1CCCO1)C(=O)c1csnn1 (stereo unspecified)	-2	98	22	-16	102	-4	31	-0.2	-20
C=CCn1cc([N+](=O)[O-])nc1C	-8	100	14	2	104	-2	0	-0.3	2
O=C1CSC(c2ccccc2)N1c1ccccc1F (stereo unspecified)	-18	105	4	0	106	4	33	-1.6	-8
CCn1nnnc1SCC(=O)Nc1ccc(OC)cc1	-15	108	1	-2	124	4	-6	-0.3	-12
CCOc1cc(C(=O)N(C)c2ccccc2)cc(OCC)c1OCC	-9	100	/	1	100	6	34	-1.7	-32
Cc1coc2c(O)cc3c(c12)OC1(N2CCCCC2)C(=O)NCCCC31 (stereo unspecified)	-10	97	31	16	99	0	-13	-0.1	-8
O=C(c1ccc2snnc2c1)N1CCCCC1	0	102	0	7	106	3	2	0.4	-1
CCN(CC)S(=O)(=O)c1ccc(Cl)c(NC(=O)c2ccccc2C)c1	-6	101	1	1	104	7	-4	-1.2	-1
Cc1ccc2[nH]cc(CCNC(=O)c3cccs3)c2c1	26	97	31	4	101	-5	-38	/	-9

Two consecutive records from above:
SMILES	GPR7 antagonist	MEKK2 WT-MEK5	NALP1 yeast inh	PfM18AAP inh	MEKK3 PB1 HTS	MEKK2 mut-MEK5	PHOSPHO1 block	OXTR agonist	FID counter
O=C(c1cc([N+](=O)[O-])cc([N+](=O)[O-])c1)N(c1ccccn1)c1ccccn1	-10	103	32	-1	97	16	3	0.2	-3
O=C(CCn1cccc1)Nc1ccccc1F	1	99	11	-1	99	-2	8	1.1	-7

Next results.
SMILES	GPR7 antagonist	MEKK2 WT-MEK5	NALP1 yeast inh	PfM18AAP inh	MEKK3 PB1 HTS	MEKK2 mut-MEK5	PHOSPHO1 block	OXTR agonist	FID counter
COc1ccc(OC2CCN(S(=O)(=O)c3ccc(C(C)=O)cc3)CC2)cc1	23	103	9	-5	103	10	33	6.0	-28
N/C(=N\OC(=O)c1cc(Br)ccc1Cl)c1ccccn1	-7	104	17	3	103	3	28	-2.2	-8
COc1cc(-c2nc(-c3ccc(NC(=O)c4ccc(Br)o4)cc3)no2)cc(OC)c1OC	-5	95	14	-6	101	-4	8	0.1	-6
Nc1ccc(C(=O)OCc2nc3ccccc3s2)cc1	-1	97	6	-12	102	-3	2	0.6	-4
COC(=O)NNC1=CC(=O)CC(C)(C)C1	-11	89	3	9	96	-13	12	3.1	-10
O=[N+]([O-])c1ccccc1/C=N/n1c(COc2ccccc2)n[nH]c1=S	3	/	2	12	/	/	30	-1.7	-9
COC(=O)CNC(=O)/C=C/c1cc(Br)ccc1OC	-2	86	7	-13	89	-3	-20	-1.1	-3
CCc1ccc2c(c1)C(NC(C)=O)C(=O)N2CC (stereo unspecified)	-10	111	12	-13	112	7	2	0.2	-6
O=[N+]([O-])c1ccc(SCCc2ccncc2)cc1	4&-3	99&94	4&-10	10&17	102&95	10&-3	8&-86	1.3&2.8	1&5
Cc1ccc(NC(=O)C2(c3ccccc3)CCOCC2)c([N+](=O)[O-])c1	4	98	16	-2	100	-2	0	-2.1	-13
CCOC(=O)/C=C1\SCC(=O)N1CC(=O)Nc1ccc(C(C)C)cc1	10	106	3	6	104	6	-14	0.2	-20
Cc1ccc(C(=O)NCCSc2ccccc2)cc1S(=O)(=O)Nc1ccccc1	-12	110	0	5	106	8	0	0.6	-20
Cc1ccc(N2C(=O)[C@@H]3C(C(=O)CCN4C(=O)c5ccccc5C4=O)=NN[C@@H]3C2=O)cc1	-7	99	18	-3	104	16	6	-1.9	-24
CN(C)c1nc(SCCOC(=O)c2ccccc2)nc(N(C)C)n1	-13	104	23	-3	102	5	17	-0.8	-21
CCCCN(CC)CCCNC(=O)c1cn(-c2ccc(OC)cc2)c(=O)c2ccccc12	-4	109	-82	-2	102	8	54	2.2	5
O=C1c2ccccc2C(=O)N1Cc1nc(-c2ccccn2)no1	10	97	-4	-6	96	-1	-17	0.2	1
COc1cc2c(cc1OC)C(C)N(C(=S)Nc1ccccc1)CC2 (stereo unspecified)	2	107	27	-8	101	16	-21	-0.1	-4
Cn1ncc2c(Nc3ccc([N+](=O)[O-])cc3)nc(Cl)nc21	-16	102	8	-4	95	-7	41	/	10
COc1ccc(CCNC(=O)c2ccc(NC3=NC4CS(=O)(=O)CC4S3)cc2)cc1OC (stereo unspecified)	-10	104	-28	0	103	2	37	0.7	-9
O=C(Nc1ccc(Cl)cc1)N1CCC(c2nc(-c3cccs3)no2)CC1	-3	103	25	-9	101	3	-18	2.4	0
O=C(Nc1sc2c(c1C(=O)NCCCO)CCCC2)c1ccccc1	-3	103	27	-1	98	-1	14	-1.1	-12
Cc1cc(NC(=O)CCC(=O)N(Cc2cccnc2)C(C(=O)NC(C)(C)C)c2ccccc2Cl)no1 (stereo unspecified)	6	99	17	2	99	-6	19	-0.5	-32
CCN(Cc1ccccc1)S(=O)(=O)c1ccc(S(=O)(=O)N(Cc2cccc(OC)c2)CC2CCCO2)cc1 (stereo unspecified)	2	111	32	2	110	7	-1	1.4	-16
CCOC(=O)c1sc(NC(=O)CSc2nncn2C)nc1C	-14	96	11	-2	105	-2	12	-0.1	7
Cc1[nH]n(-c2ccccc2)c(=O)c1/C=N/NC(=O)C(C)C	-5	102	-12	-2	105	-1	-106	0.1	0
Cc1nnsc1C(=O)Nc1ccc(Cl)cc1	-7	94	-6	0	88	1	9	0.2	2
COc1ccc2c(c1)c1c(n2C(C)=O)C(OC(C)=O)=NCC1	-8	103	40	-3	106	5	14	-1.5	-5
CC(C)C[C@@H](CO)N1CCN(CCCc2ccccc2)CCC1=O	-3	105	22	-14	102	2	4	0.2	-18
O=C(CNCc1ccco1)Nc1ccccc1-n1cccc1	-3	106	-6	2	102	2	-1	-0.1	-9
O=C(O)c1ccccc1N/N=C\c1ccnc2ccccc12	9	97	1	2	99	-1	-110	-0.6	-2
CCOC(=O)c1cccc(N2C(=O)C3C(C2=O)C2C=CC3C23CC3)c1 (stereo unspecified)	-10	107	4	-8	105	3	-9	-1.9	-35
CC(C)Cn1cnc2c1c(=O)n(CC(O)c1ccccc1)c(=O)n2CC(C)C (stereo unspecified)	-8	110	1	-2	107	5	8	0.3	-37
CN(NC(=O)c1ccccc1)c1ncc(C(F)(F)F)cc1Cl	-8	96	8	4	96	-4	46	-2.2	-2
O=C(CCCN1C(=O)/C(=C\c2ccco2)SC1=S)Nc1ccc(O)cc1C(=O)O	11	95	3	8	96	2	7	2.2	20
COC(=O)C1=C(C)NC(=O)NC1c1ccccc1Cl (stereo unspecified)	-6	101	-1	-1	102	-2	29	-0.4	-3
COc1ccc(-c2cc(C)no2)cc1S(=O)(=O)N(C)c1ccc(C)c(C)c1	11	95	25	-3	95	-6	27	-1.0	-49
COc1ccc(S(=O)(=O)N2CCN(CC(=O)Nc3cc(C(F)(F)F)ccc3Cl)CC2)cc1	6	107	-6	9	110	15	38	0.3	-5
CC(C)(C)NC(=O)c1ccnc(C(C)(C)C)c1	-5	108	-7	-4	108	6	11	-1.0	0
NC(=O)C1CCN(C(=O)OCc2ccccc2)CC1	-3	97	8	-2	90	-4	24	0.4	2
CCOc1ccc(CN(CCO)CCO)cc1C(=O)OC	2	108	-1	1	107	10	11	-0.6	-1
Cc1ccc(Cn2c(NCCCn3ccnc3)nc3c2c(=O)n(C)c(=O)n3C)cc1	-11	103	-9	1	100	2	-4	-0.4	5
Cc1ncc(CN2CCN(C(C)C)C(CCO)C2)s1 (stereo unspecified)	2	98	21	-6	100	-2	32	0.7	-1
C=CCn1c(SCC(=O)NC(=O)c2cccn2C)nc2ccccc2c1=O	-8	87	19	-4	92	-13	24	1.0	-11
CCC(C)N(C(=O)COC(=O)c1cn(CC)c2nc(C)ccc2c1=O)C1CCS(=O)(=O)C1 (stereo unspecified)	/	100	-12	/	103	1	33	2.4	/
Nc1nn2cc(-c3ccccc3)nc2c2ccccc12	-6	100	10	-5	102	-1	-23	-0.3	6
Cn1c(SCC(=O)Nc2ccc3nc(SCC(=O)N4CCCC4)sc3c2)nnc1-c1ccccc1	-10	102	-10	1	103	5	42	-2.6	-27
COc1ccc(CNC(C)C(=O)Nc2ccc3ccccc3c2)cc1OC (stereo unspecified)	-4	101	-1	-1	98	0	28	0.4	-25
CC1CCCN(c2ccc(C(=O)NCc3ccc4c(c3)OCO4)cc2[N+](=O)[O-])C1 (stereo unspecified)	-10	108	34	-3	100	-2	-11	-2.2	0
CC1CCN(c2oc(-c3cccc4ccccc34)nc2C#N)CC1	-7	104	-16	-2	105	5	4	0.1	-2
CC(=O)Nc1ccc(NC(=O)CC(NC(=O)c2ccccc2)c2ccccc2)cc1 (stereo unspecified)	7	99	6	-2	101	-6	-6	-0.3	-8
C=C(Br)Cn1c(CCCC)nc2ccccc21	-10	101	17	-8	101	9	-3	-2.1	-7
O=C(NCc1ccco1)c1cc(-c2cccs2)on1	-14	104	13	-4	103	6	-2	0.1	-5
Cc1ccc(NC(=S)N(CCN(C)C)Cc2cc3cccc(C)c3[nH]c2=O)cc1	-2	107	29	18	105	3	-14	2.4	8
O=c1oc(-c2ccc(F)cc2)nc2ccsc12	-4	100	-16	-4	90	-1	15	-1.0	2
Cn1c(Cc2cccs2)nnc1SCC(=O)N1CCc2ccccc21	-8	108	3	-2	106	7	-27	-1.4	-20
CC(C)Sc1nnc(-c2c[nH]c3ccccc23)n1C	-8	119	-9	0	118	17	50	-1.4	-10
Cc1nc(NC2CCCC2)sc1C(=O)N(C)C	-3	101	12	-13	93	-4	4	-0.1	-4
CCOc1cc(C2C3=C(CC(C)(C)CC3=O)Nc3n[nH]c(C)c32)ccc1O (stereo unspecified)	0	100	13	8	106	-1	-7	0.0	0
COc1ccc(CNC(=O)COC(=O)c2ccc3c(c2)OCCO3)cc1	1	103	16	-2	101	3	-5	-1.2	-9
Cc1cc(F)ccc1S(=O)(=O)Nc1ccccc1C(=O)NCc1cccnc1	-4	99	12	-3	103	4	28	1.7	-13

Continued:
SMILES	GPR7 antagonist	MEKK2 WT-MEK5	NALP1 yeast inh	PfM18AAP inh	MEKK3 PB1 HTS	MEKK2 mut-MEK5	PHOSPHO1 block	OXTR agonist	FID counter
COCCOC(=O)c1c(NC(=O)CNCc2ccco2)sc(C(N)=O)c1C	-11	97	-2	5	98	3	20	1.4	-13
CC(C)c1ccc(OCC(=O)N(Cc2ccccc2)c2ccccn2)cc1	-1	110	43	0	109	-1	0	-2.4	-28
Cc1ccc(C2=N/C(=C\c3ccc(OS(=O)(=O)c4ccc(C)cc4)cc3)C(=O)O2)cc1	-4	99	28	26	100	0	-5	0.2	-29
CCc1nnc(NC(=O)c2cccc(S(=O)(=O)N3CCN(c4ccccc4)CC3)c2)s1	-1	108	17	5	102	5	11	0.8	-6
Cc1nc(-c2ccc(C(=O)N3CCOCC3)cc2)cs1	-4	104	/	4	104	1	5	-0.4	-2
